# Jurkat viability – cytotoxicity toward Jurkat T cells, primary screen, cytotoxicity control, cell-based, Jurkat E6.1, 60K MLSMR library; AID 463, 2006; Jurkat E6.1 viability, ATP luminescence, 48 h; 1.2% of 56,000 active; inhibition, % at 4 µM;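 active = inhibition above the mean inhibition of all tested compounds plus 3 SD, cut at about 28% in these data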
# MKP-1 inh – MKP-1 phosphatase inhibitors, primary screen, biochemical, in vitro. 0.15% of 65,000 active. AID 374, 2006. inhibition, %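 (compounds tested at a single concentration somewhere between 10 and 100 µM)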. recombinant MKP-1, OMFP hydrolysis fluorescence;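 active = inhibition above about 50%, limit read from the data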;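 note: 0% = DMSO max control wells and 100% = wells with enzyme stopped by NaOH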
# HEK293 NFkB inh – inhibitors of PMA/ionomycin-induced NF-kB reporter, primary screen, antigen receptor NF-kB inhibitor project, cell-based, HEK-293 luciferase reporter, luminescence; HEK-293 NF-kB luciferase reporter; inhibition, % at 3 µM; 0.21% of 62,000 active; AID 465, 2006;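 active = inhibition above the mean of all tested compounds plus 3 SD, cut at about 40% in these data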;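 note: 0% = stimulated DMSO wells and 100% = 10 µM reference inhibitor 5653914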
#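 Timing: 1 h pretreatment, 16 h stimulation, 37 °C; system: HEK-293 cells with stable firefly luciferase reporter driven by four HIV NF-kB elements; doses: 3 µM once, 0.30% DMSO; measured by: luciferase luminescence; control set: DMSO and 10 µM reference inhibitor; repeats: single test; reagent: PMA plus ionomycin mix as NF-kB-activating stimulus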
# JNK3 blocker – JNK3 kinase activity inhibitors, primary screen, biochemical, human, purified enzyme; Mitogen-activated protein kinase 10 (Homo sapiens), P53779; HTS; inhibition, % at 8 µM; 0.61% of 60,000 active; AID 746, 2007; in the data active = inhibition above about 17%;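 note: 0% = DMSO and 100% = reference inhibitor; many of its hits are not listed in these tables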
# Target sequence (P53779 whole entry, looked up): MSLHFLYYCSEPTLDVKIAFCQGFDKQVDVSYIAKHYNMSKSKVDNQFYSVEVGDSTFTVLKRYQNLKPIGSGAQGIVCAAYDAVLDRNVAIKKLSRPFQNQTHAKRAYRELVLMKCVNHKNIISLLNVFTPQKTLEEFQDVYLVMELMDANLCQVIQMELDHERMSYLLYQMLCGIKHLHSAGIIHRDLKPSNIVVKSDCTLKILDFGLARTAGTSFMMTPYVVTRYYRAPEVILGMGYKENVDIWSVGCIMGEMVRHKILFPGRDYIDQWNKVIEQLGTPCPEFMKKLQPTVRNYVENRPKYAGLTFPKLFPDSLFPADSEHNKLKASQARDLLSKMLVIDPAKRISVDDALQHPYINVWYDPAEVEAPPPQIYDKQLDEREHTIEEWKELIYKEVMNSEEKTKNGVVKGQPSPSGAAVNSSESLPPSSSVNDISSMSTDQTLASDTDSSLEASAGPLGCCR
# MMP13 inh – human MMP13 inhibitors, primary screen, biochemical, FRET peptide cleavage; Collagenase 3 (Homo sapiens), P45452; MMP-13 fTHP FRET cleavage, Mca fluorescence; inhibition, % at 4 µM; 0.07% of 65,000 active; AID 570, 2006;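 active = inhibition above the mean of compound-free control plate wells plus 3 SD, cut at about 14% in these data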;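 note: 0% = DMSO wells and 100% = wells with reference MMP-13 inhibitor after basal subtraction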
# TNAP act DEA – human TNAP enzyme activators, primary screen, biochemical, luminescent, intermediate phosphate acceptor level. purified TNAP, CDP-star luminescence, 100 mM DEA, 30 min; stronger effect = higher value; scale: 0 levamisole-inhibited, 1 vehicle-only enzyme. activation factor at 20 µM. 64,000 tested, under 10 active. AID 813, 2007;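 active = activation factor of at least 2 at 20 µM, relative to controls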
# PKA inh – inhibitors of human PKA kinase activity, primary screen, biochemical, ATP-depletion luminescence, Kemptide substrate; inhibition, % at 6 µM; cAMP-dependent protein kinase catalytic subunit alpha (Homo sapiens), P17612; PKA Kemptide phosphorylation, Kinase-Glo ATP luminescence; 0.1% of 65,000 active;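 active = inhibition above the screen-wide mean inhibition plus 3 SD, cut at about 21% in these data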; note: many of its hits are not listed in these tables
# ROCK2 inh – inhibitors of human ROCK2 kinase, primary screen, biochemical, high-throughput, luminescence. Rho-associated protein kinase 2 (Homo sapiens), O75116. 0.35% of 60,000 active. inhibition, % at 6 µM. purified ROCK2, Kinase-Glo ATP depletion luminescence;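 active = inhibition above the screen-wide mean inhibition plus 3 SD, cut at about 18% in these data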;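 note: plate controls were DMSO wells for no effect and Y-27632 control wells after no-enzyme background subtraction for full effect; many of its hits are not listed in these tables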
# Cdc25B inh – inhibitors of Cdc25B phosphatase catalytic domain, primary screen, biochemical, OMFP fluorescence | M-phase inducer phosphatase 2 (Homo sapiens), P30305 | recombinant Cdc25B, OMFP fluorescence Ex485/Em525 | inhibition, %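 (compounds tested at 10 µM final in the well)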 | 0.1% of 65,000 active; in the data active = inhibition above about 50%
# Target sequence (P30305 whole entry, looked up, the tested form may be a part): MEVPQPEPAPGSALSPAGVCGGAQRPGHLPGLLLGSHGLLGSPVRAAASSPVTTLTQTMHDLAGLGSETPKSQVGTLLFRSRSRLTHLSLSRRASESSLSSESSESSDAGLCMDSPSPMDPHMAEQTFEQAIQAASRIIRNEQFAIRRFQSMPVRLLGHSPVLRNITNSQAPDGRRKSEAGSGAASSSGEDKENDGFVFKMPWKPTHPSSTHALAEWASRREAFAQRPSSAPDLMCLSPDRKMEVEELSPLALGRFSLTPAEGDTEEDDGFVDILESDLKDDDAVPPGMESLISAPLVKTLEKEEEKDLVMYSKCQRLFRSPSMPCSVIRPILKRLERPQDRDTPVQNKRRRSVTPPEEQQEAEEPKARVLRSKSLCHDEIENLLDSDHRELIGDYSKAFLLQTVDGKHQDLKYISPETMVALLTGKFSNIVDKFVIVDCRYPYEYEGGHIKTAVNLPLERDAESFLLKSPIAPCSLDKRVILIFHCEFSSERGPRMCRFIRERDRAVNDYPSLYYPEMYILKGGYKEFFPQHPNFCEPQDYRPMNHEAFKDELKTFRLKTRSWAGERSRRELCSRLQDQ
# * marks the source's active call; other numbers are inactive results; · = no result given; [ ] = remark or other dose.
SMILES,Jurkat viability,MKP-1 inh,HEK293 NFkB inh,JNK3 blocker,MMP13 inh,TNAP act DEA,PKA inh,ROCK2 inh,Cdc25B inh
CCc1c(O)nc(SCc2ccccc2)n(C(C)CC)c1=O (configuration not stated),-13,2,15,3,2,0.9,11,5,-13
CCN(CC)C(NC(=O)c1ccccc1)C(=O)c1ccccc1 (configuration not stated),1,-18,19,2,2,0.9,-15,-4,-1
C=CCn1sc(N)c(C(=O)OCC)c1=S,1,11,16,2,3,0.9,-3,3,-2
CC(C)(C)C1=Nn2c(nnc2-c2ccccc2F)SC1,3,9,17,11,1,1,-2,-1,10
Cc1csc(SCC(=O)Nc2ccc(S(=O)(=O)N3CCCC3)cc2)n1,-7,-18,15,-8,1,0.9,10,16,-1
COc1ccc2nc(N3CCCCC3)c(C#N)cc2c1,1,11,2,-1,-12,1.1,1,2,-3
CCN(CC)c1ccc(C2CC(=O)Nc3cc(OC)c(OC)cc32)cc1 (configuration not stated),·,27,21,·,1,0.9,6,·,-7
Fc1ccccc1/C=N/n1cnnc1,·,-25,·,4,2,0.9,5,-3,-6
Cc1c(/C(O)=C2\C(=O)C(=O)N(CCCN(C)C)C2c2ccncc2)cnn1-c1ccccc1 (configuration not stated),-8,-14,3,1,5,1,5,4,2
CCc1c(C)nc2ncnn2c1NCCc1ccc(OC)c(OC)c1,16,-1,16,-1,4,0.9,3,-1,-5
O=C(COC(=O)CCC1CCCC1)Nc1ccc(Cl)cn1,4,-1,16,-1,-3,0.9,15,0,-1
CCN1CCCC1CNC(=O)COc1cc(=O)n(C)c2ccccc12 (configuration not stated),10,-4,17,1,0,1,-6,-2,-3
COc1cc(C2N(c3ccc(F)cc3)C(=O)C3CCCN32)cc(OC)c1OC (configuration not stated),-1,5,-10,1,-2,1,0,3,-5
COC(=O)Cc1c(C)c2ccc(OCC(=O)NCc3ccc4c(c3)OCO4)cc2oc1=O,6,4,14,-12,-13,1,-2,-1,7
c1ccc(C2=Nn3c(nnc3-c3ccccn3)SC2)cc1,·,-7,·,0,-1,0.8,7,4,-3
COCC(C)NCc1ccc(C)cc1C (configuration not stated),-4,1,12,-6,-2,0.9,4,3,-12
COC(=O)C1C(=O)c2c([nH]c(C(=O)OCC3CCCO3)c2C)CC1C (configuration not stated),-1,-2,-19,-1,-2,1,-3,2,5
COCCNC(=O)C(c1ccc(C)o1)N(C(=O)c1snc(C(N)=O)c1N)c1cc(C)cc(C)c1 (configuration not stated),-4,17,10,1,-21,1,5,3,-15
CCOC(=O)CC(=O)CSc1nc2ccccc2c(=O)n1-c1ccc(C(=O)N2CCOCC2)cc1,·,24,3,·,4,1,2,·,-9
O=S(=O)(NCC1CCCO1)c1cccc(S(=O)(=O)N2CCCC2)c1 (configuration not stated),-4,-7,9,1,4,1,8,4,-12
COc1ccc2nc(SCC(=O)O)nc(C)c2c1,·,-21,·,-3,-50,0.9,6,8,20
Cc1cc(C)n(-c2ccc(C(=O)OCC(=O)c3c(N)n(C)c(=O)n(C)c3=O)cc2)n1,-1,35,13,-1,-2,1,4,3,-8
CCc1ccccc1NC(=O)c1cccs1,-15,10,11,6,2,1,3,5,-5
COc1cccc(CNC(=O)C2CCN(S(=O)(=O)c3ccccc3)CC2)c1,8,6,14,-4,-2,1,12,5,-3
COc1ccc(OC)c(C(c2nnnn2CCC(C)C)N2CCN(C(=O)c3ccco3)CC2)c1 (configuration not stated),-3,19,11,5,-3,0.9,8,6,-20
O=C(CSc1nnc(C23CC4CC(CC(C4)C2)C3)o1)Nc1ccc(N2CCOCC2)c(Cl)c1,9,19,25,10,5,1,7,-9,-6
Cc1nonc1NC(=O)N1CCCC1,9,4,8,-3,2,0.9,-3,-5,2
Cc1cccc(NC(=O)c2oc3ccc(S(=O)(=O)N4CCOCC4)cc3c2C)c1C,2,33,12,3,-6,0.9,6,7,-10
COc1cccc(OC(=O)CSc2nnc(-c3ccccc3Br)o2)c1,1,1,13,6,-2,1,1,0,18
O=S(=O)(c1ccc(Cl)cc1)N1CCN(C2CCCCCC2)CC1,2,5,-5,-1,-2,0.9,8,1,-5
O=C(OC1CCOC1=O)c1ccc2ccccc2n1 (configuration not stated),-11,2,7,2,-3,0.9,5,5,6
CCS(=O)(=O)N1CCC(NC(C)=O)(c2ccccc2)CC1,-5,9,1,4,7,0.9,10,4,-6
N#Cc1nc(-c2ccco2)oc1N1CCOCC1,3,-3,8,-6,-108[fluorescence artefact?],0.9,-3,0,-15
CC(C)COC(=O)n1ccc(C(=O)N2CCCCC2)n1,9,10,23,-9,-7,1,3,-7,-1
CCOC(=O)CC1=CC(=O)Nc2ccccc2N1,-3,22,3,2,2,0.9,-4,7,14
CC(=O)c1ccc2c3c(ccc(O)c13)CC2,-6,10,4,-5,2,0.9,7,6,-2
O=C(O)COc1ccc2c(-c3ccccc3)cc(=O)oc2c1,-3,-22,11,4,-3,0.9,1,1,2
Cc1cc(N2C(=O)C3C4c5ccccc5C(c5ccccc54)C3C2=O)no1 (configuration not stated),-7,2,13,5,6,1,13,4,-19
COc1ccc2oc(C(=O)C3CC3)c(N)c2c1,4,24,-12,-11,-17,0.9,2,-6,-14
CN=C(Nc1cc(C)nn1-c1ccccc1)c1ccc(F)cc1,9,10,16,-6,3,0.9,-1,-5,2

# Five entries picked at random from those above:
SMILES,Jurkat viability,MKP-1 inh,HEK293 NFkB inh,JNK3 blocker,MMP13 inh,TNAP act DEA,PKA inh,ROCK2 inh,Cdc25B inh
CCOC(=O)CC1=CC(=O)Nc2ccccc2N1,-3,22,3,2,2,0.9,-4,7,14
Cc1cc(N2C(=O)C3C4c5ccccc5C(c5ccccc54)C3C2=O)no1 (configuration not stated),-7,2,13,5,6,1,13,4,-19
O=S(=O)(c1ccc(Cl)cc1)N1CCN(C2CCCCCC2)CC1,2,5,-5,-1,-2,0.9,8,1,-5
Cc1nonc1NC(=O)N1CCCC1,9,4,8,-3,2,0.9,-3,-5,2
CC(=O)c1ccc2c3c(ccc(O)c13)CC2,-6,10,4,-5,2,0.9,7,6,-2

# Following part
SMILES,Jurkat viability,MKP-1 inh,HEK293 NFkB inh,JNK3 blocker,MMP13 inh,TNAP act DEA,PKA inh,ROCK2 inh,Cdc25B inh
FC(F)(F)c1ccc(N2CCOCC2)c(NC2=NCCCCC2)c1,5,2,12,-3,3,0.9,2,-1,-11
O=C(Cn1cc2c(n1)CCCCC2)NC1CCCCCC1,6,1,5,-3,-6,1,10,3,-10
CCCc1nnc(NC(=O)CCC(=O)N2CCCCCC2)s1,0,26,11,4,2,0.9,8,0,-2
COc1ccc(N2CCN(C(c3nnnn3CCc3ccccc3)C(C)C)CC2)cc1 (configuration not stated),1,-16,8,0,3,0.9,0,7,-3
Cc1cccn2c(=O)c3cc(C(=O)NCC4CCCO4)n(C)c3nc12 (configuration not stated),2,15,3,-1,-18,·,-1,2,0
CC1(C)CC(=O)C(CCCN2C(=O)c3ccccc3C2=O)C(=O)C1,·,-16,·,-9,2,0.9,-1,3,-32
CN1CCN(C(=O)C(Cc2ccccc2)NS(=O)(=O)c2ccc3c(c2)CCC(=O)N3)CC1 (configuration not stated),-1,2,5,3,2,1,8,4,0
CC(=O)c1ccc(OC(C)C)c(CN2CCCCC2)c1,4,5,17,6,2,1,-3,-2,-11
CC(=O)Nc1cccc(NC(=O)c2c(-c3c(Cl)cccc3Cl)noc2C)c1,3,2,13,6,3,1,5,7,-12
COc1ccc(-c2cc(C(=O)N3CCN(C(c4ccccc4)c4ccccc4)CC3)no2)cc1OC,6,25,14,-5,-4,0.9,7,3,-13
COc1cc(C)nc(N2CCC(C(N)=O)CC2)n1,-1,-11,9,2,-4,0.8,16,7,-4
CN(C)c1ccc(C(=O)OCC(=O)Nc2ccc(S(N)(=O)=O)cc2)cc1,3,-1,1,-2,5,1,-6,2,-19
CCC(CC)C(=O)Nc1nnc(-c2cccs2)s1,4,0,14,4,-34,0.9,6,6,-15
CN(CCO)c1ncnc2nc[nH]c12,-4,6,10,-3,-1,0.9,15,37*,-9
CC(=O)c1ccc(NC2CC(O)C(O)CO2)cc1 (configuration not stated),0,1,6,-4,-5,0.9,-3,4,-7
CC(=O)Nc1ccc(S(=O)(=O)N2CCN(c3ccc(C)c(Cl)c3)CC2)cc1,14,10,9,-5,5,1,6,-4,2
COc1ccc(N2CC(C(=O)NC3CC(C)(C)NC(C)(C)C3)CC2=O)cc1 (configuration not stated),-1,-1,5,5,2,1,10,5,-7
CCOc1ccc(C(=O)Nc2cc(OC)ccc2OC)cc1,-8,3,10,0,2,0.9,-1,3,-1
CC(C(=O)N1c2ccccc2Sc2ccccc21)n1nnc(-c2cccs2)n1 (configuration not stated),0,2,2,0,0,0.9,-2,6,2
Cc1sc2nc(SCC(=O)N3CCN(CCO)CC3)n(-c3ccccc3)c(=O)c2c1C,-4,6,17,4,0,0.9,9,5,-10
Cn1c(Cn2c(=O)sc3ccccc32)nnc1SCC(=O)NC1CCCCC1,-3,8,0,8,0,1,5,4,-12
Cn1nnc2cc(C(=O)N3CCN(c4ccccc4)CC3)ccc21,-3,3,11,-9,-6,1,7,9,-7
CCOc1cc2[nH]c(=S)n(CC3CCCO3)c(=O)c2cc1OCC (configuration not stated),·,4,19,·,4,0.9,2,·,-17
c1ccc(CNC2=NCCC2)nc1,6,3,13,-4,-1,0.9,-2,0,-9
CN1CCCC(C(=O)C(C#N)c2ccccc2)C1 (configuration not stated),-7,12,16,-6,11,1,12,4,-2
Cc1ccc2[nH]c(=O)c(CN(CCO)Cc3nnnn3CCc3ccccc3)cc2c1,-1,18,10,-8,-19,0.9,-14,3,17
CNS(=O)(=O)c1cccc(C(=O)OCC(=O)c2cc(C)n(-c3ccc4c(c3)OCO4)c2C)c1,·,-1,22,·,1,0.9,2,·,-8
C=CCn1c(=O)[nH]c2cc(C(=O)N3CCN(c4cccc(Cl)c4)CC3)ccc2c1=O,·,34,10,·,1,1,-4,·,3
O=C(NCc1cccnc1)C(C(=O)c1ccc(F)cc1)n1ccccc1=O (configuration not stated),-3,3,17,1,-3,0.9,8,4,-6
CC(Oc1ccc(Cl)cc1Cl)c1nc(-c2ccc(NC(=O)c3cccnc3)cc2)no1 (configuration not stated),0,44,-7,5,-2,0.9,6,1,-1
Cc1ccc2cc(CNC(C)C)c(=O)[nH]c2c1,·,-26,·,2,-11,1,2,4,-14
CCC(=O)Nc1cccc(NC(=O)CN2CCN(c3ccccc3OC)CC2)c1,-4,-23,14,2,2,0.9,0,9,-4

# 2 entries from above, set out differently:
C=CCn1c(=O)[nH]c2cc(C(=O)N3CCN(c4cccc(Cl)c4)CC3)ccc2c1=O
  Jurkat viability = ·	MKP-1 inh = 34	HEK293 NFkB inh = 10	JNK3 blocker = ·	MMP13 inh = 1	TNAP act DEA = 1	PKA inh = -4	ROCK2 inh = ·	Cdc25B inh = 3
O=C(NCc1cccnc1)C(C(=O)c1ccc(F)cc1)n1ccccc1=O (configuration not stated)
  Jurkat viability = -3	MKP-1 inh = 3	HEK293 NFkB inh = 17	JNK3 blocker = 1	MMP13 inh = -3	TNAP act DEA = 0.9	PKA inh = 8	ROCK2 inh = 4	Cdc25B inh = -6
